# Screening results as filed in PubChem.
# NCI-60 one-dose screen, 48 h, at 10 µM unless noted. Numbers give growth in % (100 = growth as untreated, 0 = no growth, -100 = all killed).
# HL-60(TB) – HL-60(TB) leukemia cells; 9% of 78,000 active; AID 1794776; active = growth percent below 10
# Active calls of the source: *. Some of the compounds tested; count on the stated rates, not on these rows.
SMILES,HL-60(TB)
COc1ccc(/C=N/C2=C(C#N)C(c3ccccc3Cl)c3ccc4ccccc4c3O2)cc1 (configuration not stated),113.0
CNC(=O)CCl,119.4
Cn1cc(-c2cc(N)n3nc(-c4c[nH]c5ccc(F)cc45)cc3n2)c2cc(Br)cnc21,33.2
COc1ccc(/C=C(\c2cc(OC)c(OC)c(OC)c2)c2nnc(-c3ccc(OC)c(OC)c3)o2)cc1,85.1
O=c1c2cc(F)ccc2sc2c(-n3cccc3)nc3ccccc3c12,100.3
COC(=O)CCCCCn1c2ccccc2c2c3c(c4c5ccccc5[nH]c4c21)C(=O)N(O)C3=O,19.1
CC1CCNC(C)C1 (configuration not stated),112.5
Nc1c2c(nc3ccccc13)CCCC2,83.9
Cc1cc(C)c2ccc(NC(=O)c3cccs3)nc2n1,97.6
Oc1cc(-[n+]2ccc3ccccc3c2)c(O)c2ccccc12,85.9
CC(C)n1cc2c(N)ncnc2n1,100.8
Nc1nc(SCc2cccc([N+](=O)[O-])c2)c2[nH]cnc2n1,94.9
O=S(=O)(NCCCNc1cc(-c2cn(-c3ccccc3)nc2-c2ccccc2)ccn1)c1cccc2ccccc12,68.4
O=C(Cc1ccc(/C=C/C(=O)c2ccccc2O)cc1)Nc1cccc2ccccc12,106.5
Cc1c(C(=O)NC2CCOC2=O)[nH]c2ccccc2c1=O (configuration not stated),99.3
O=C(Nc1ccc(F)cc1)NC1CCCCC1,111.8
COc1ccc(OC)c2cc3ccccc3cc12,114.3
Cc1ncc(-c2cc3ccccc3o2)c(NC2CCCCCC2)n1,92.3
CCCCC1COc2cccc3c(SCC(=O)N(Cc4ccccc4)c4ccc(OC)cc4)cc[n+]1c23 (configuration not stated),96.8
Cn1cc(-c2nnc(-c3cn(C)c4ncc(Br)cc34)o2)c2ccccc21,99.0
Nc1c(C(=O)Nc2ccccc2)sc2nc3c(cc12)COCC3,90.5
CCCCCCCCCCCC(O)C(C)(C)C (configuration not stated),88.9
O=C1OC(c2ccc(Cl)c(Cl)c2)=C/C1=C/c1ccccc1,100.0
COc1ccc(C2=NN(c3ccccc3)C(c3sc(N(C)Cc4ccccc4)nc3Cl)C2)cc1 (configuration not stated),107.7
CN(C)CCCNc1nc(=O)n(-c2ccc3c(c2)OCCO3)c(=O)n1Cc1ccc(C(C)(C)C)cc1,93.0
O=C(NC(CO)C(O)c1ccc([N+](=O)[O-])cc1)C(Cl)Cl (configuration not stated),97.7
S=C(Cc1ccc(Cl)cc1)N1CCOCC1,97.2
COc1cnc2c(c1)C(=O)c1c-2n(CCCN2CCNCC2)c(=O)c2cc([N+](=O)[O-])ccc12,-49.0*
O=c1cc(SCc2ccccc2Cl)[nH]c(=O)[nH]1,101.3
Cc1cc(-n2cccc2)c(C)c2c1[nH]c1ccc(Cl)cc12,133.2
OCCCC1CCCCC1,92.4
CCCCN=C1NN=C(c2ccc(C)c(C)c2)CS1,80.1
CSc1nn(-c2nc(-c3ccco3)c(C#N)c(=O)[nH]2)c(N)c1C#N,91.2
C#CCC1(c2cccs2)NS(=O)(=O)c2ccccc21 (configuration not stated),87.0
CC(=O)O[C@H]1CC[C@]2(C)[C@H]3CC[C@@H]4[C@H]5[C@H](C(C)C)CC[C@]5(C(=O)NCCN(CCN=C(N)N)CCN=C(N)N)CC[C@@]4(C)[C@]3(C)CC[C@H]2C1(C)C,98.8
C/C(=C(/C)C1CC1CCNC1CN(C(=O)OC(C)(C)C)C1)c1ccccc1 (configuration not stated),118.4
CCCCC(CC)CN(CC)CC (configuration not stated),101.5
CC(C)(C)C#C/C(=N\Nc1ccc([N+](=O)[O-])cc1[N+](=O)[O-])c1ccccc1,97.1
CCOC(=O)c1cc(C(=O)c2cc(OC)c(OC)c(OC)c2)n2nc(-c3ccc(C)cc3)ccc12,80.2
COc1cc(C(=O)CCc2ccc3c(c2)OCO3)cc(OC)c1OC,94.5

# In a second layout: results already given
SMILES	HL-60(TB)
COc1ccc(/C=N/C2=C(C#N)C(c3ccccc3Cl)c3ccc4ccccc4c3O2)cc1 (configuration not stated)	113.0
CNC(=O)CCl	119.4
Cn1cc(-c2cc(N)n3nc(-c4c[nH]c5ccc(F)cc45)cc3n2)c2cc(Br)cnc21	33.2
COc1ccc(/C=C(\c2cc(OC)c(OC)c(OC)c2)c2nnc(-c3ccc(OC)c(OC)c3)o2)cc1	85.1
O=c1c2cc(F)ccc2sc2c(-n3cccc3)nc3ccccc3c12	100.3
COC(=O)CCCCCn1c2ccccc2c2c3c(c4c5ccccc5[nH]c4c21)C(=O)N(O)C3=O	19.1
CC1CCNC(C)C1 (configuration not stated)	112.5
Nc1c2c(nc3ccccc13)CCCC2	83.9
Cc1cc(C)c2ccc(NC(=O)c3cccs3)nc2n1	97.6
Oc1cc(-[n+]2ccc3ccccc3c2)c(O)c2ccccc12	85.9
CC(C)n1cc2c(N)ncnc2n1	100.8
Nc1nc(SCc2cccc([N+](=O)[O-])c2)c2[nH]cnc2n1	94.9
O=S(=O)(NCCCNc1cc(-c2cn(-c3ccccc3)nc2-c2ccccc2)ccn1)c1cccc2ccccc12	68.4
O=C(Cc1ccc(/C=C/C(=O)c2ccccc2O)cc1)Nc1cccc2ccccc12	106.5
Cc1c(C(=O)NC2CCOC2=O)[nH]c2ccccc2c1=O (configuration not stated)	99.3
O=C(Nc1ccc(F)cc1)NC1CCCCC1	111.8
COc1ccc(OC)c2cc3ccccc3cc12	114.3
Cc1ncc(-c2cc3ccccc3o2)c(NC2CCCCCC2)n1	92.3

# The listing continues.
SMILES,HL-60(TB)
CC(=O)c1cc(N)cc([N+](=O)[O-])c1,109.7
CCOC(=O)/C(C#N)=C\c1ccccc1,106.7
CCCNC(=O)c1c(C)oc2ncnc(Nc3cccc(Cl)c3)c12,96.3
Oc1c(CN2CCOCC2)cc(/C=C/c2cc(CN3CCOCC3)c(O)c3ncccc23)c2cccnc12,86.8
CC(=O)N1C(=S)NC(=O)C1Cn1c(C)nc2ccccc21 (configuration not stated),93.6
Cc1ncc(C(=O)Nc2ccc(CN3CCN(C)CC3)c(C(F)(F)F)c2)cc1C#Cc1c(N)ncc2ccccc12,-51.1*
N#CC1=C(/N=C/c2ccccc2)Oc2c(ccc3ccccc23)C1c1ccc([N+](=O)[O-])cc1 (configuration not stated),99.1
CCCCCCCCCC[C@@H](C)[C@@H]1CC(=O)N[C@H]([C@@H](C)O)C(=O)N[C@@H](C)C(=O)N[C@H](C)C(=O)N[C@@H](CCC(N)=O)C(=O)N[C@H](Cc2ccc(O)cc2)C(=O)N[C@@H](C(C)CC)C(=O)O1 (some centres not stated),65.0
CC(C)Cc1ccc(C(C)C(=O)NCc2ccc(Cn3c(=O)sn(CCCl)c3=O)cc2)cc1 (configuration not stated),94.1
Oc1ccc(CSc2nnc(-c3cnccn3)n2-c2ccccc2)c2cccnc12,14.4
CS(=O)(=O)Nc1ccc(Nc2c3ccccc3nc3cc(Cl)ccc23)cc1,-2.0*
Cn1c(O)c(C=Nc2ccc(S(N)(=O)=O)cc2)c2ccccc21,124.6
Cc1c(C)c(CCl)c(C)c(C)c1CCl,50.7
Cc1cc(C)c(CC(=O)c2ccccc2)c(C)c1,109.7
CCC(CC)NCC(C)O (configuration not stated),108.3
O=c1oc2ccccc2n1SC(Cl)(Cl)Cl,98.3
CCCCCCCCN(Cc1ccccc1)CC(O)c1ccc(Cl)cc1 (configuration not stated),85.2
c1ccc(-c2n(Cc3ccc4ccccc4n3)c3ccccc3[n+]2Cc2ccc3ccccc3n2)cc1,-54.0*
N#Cc1cnc(OC2CCNC2)nc1-n1cnc2ccccc21 (configuration not stated),113.5
O=C1C=CC(=O)N1Cc1cccnc1,87.4
O=S1(=O)OCCOS(=O)(=O)C1Cl,102.6
Cc1nnc(-c2ccc3c(c2)nc(-c2ccncc2)n3C2CCCCC2)o1,92.3
COC1c2cc(C)cc(O)c2C2=C(C(=O)c3c(O[C@H]4C[C@H](O)[C@@H](O)C(C)O4)cccc3C2=O)N1Cc1ccc(C(=O)O)cc1 (some centres not stated),57.6
CC1(C)N=C(N)N=C(N)N1c1ccc(OCCCCNC(=O)Nc2cccc(S(=O)(=O)F)c2)c(Cl)c1,29.4
CC[N+](C)(C)C(C)(C)C,100.8
O=C1CC(C(=O)O)NC(=S)N1 (configuration not stated),64.5
N#Cc1cnn(C(=O)c2ccccc2Br)c1NC(=O)c1ccc(Cl)cc1,102.5
CCCCCCOC(=O)NC1c2ccccc2Oc2ccccc21,87.6
N=C1SCc2ccc3ccccc3c21,87.4
C=CCc1cc(C)ccc1NC(C(=O)NCC(=O)OC)c1ccccc1 (configuration not stated),102.5
Clc1ccc(C(c2ccc(Cl)cc2)C(Cl)Cl)cc1,84.1
O=C(N/N=C\c1ccc(Cl)c(Cl)c1)C(=O)N/N=C\c1ccc(Cl)c(Cl)c1,105.7
NCCCCN,101.2
COc1ccc(NC(=O)COc2ccccc2[C@H]2c3sc(=O)[nH]c3S[C@H](C)[C@H]2C(=O)N2N=C(c3ccc(OC)cc3)CC2c2ccc3ccccc3c2)cc1 (some centres not stated),97.0
CCN(CC)CCNC(=O)c1ccc(-c2nc3ccc4[nH]ncc4c3c3c2CCCC3)cc1,67.9
NCC(=O)N1CCC[C@H]1C(=O)OC/C=C/c1ccccc1,91.8
COC(=O)c1cn2c(ccc3c4ccccc4ccc32)c1C(=O)OC,94.1
O=C(CSc1nnc2n(Cc3ccccc3)c(=O)c3c4c(sc3n12)CCCC4)N1CCOCC1,97.9
O=C(NC(CSSCC(NC(=O)c1ccccc1)C(=O)O)C(=O)O)c1ccccc1 (configuration not stated),60.7
CSC(=O)NCCNC(=O)SC,96.5
O=C(CCCc1ccc([N+](=O)[O-])cc1)Nc1ccccc1S(=O)(=O)F,106.1
Cc1ccc2c(CC(=O)Nc3nc4ccccc4[nH]3)coc2c1,104.7
COc1ccc(Br)c(C(=O)Sc2nnnn2-c2cccc(Cl)c2)c1,102.9
CCCSC(=O)Nc1ccc(Cc2ccc(NC(=O)SCCC)cc2)cc1,102.5
CC(=O)c1nc2ccccc2n1CCN1CCN(C)CC1,8.0*
CN1C(=O)C2(SCC(C(=O)NC(C)(C)C)N2C(=O)C2CCCCC2)c2ccccc21 (configuration not stated),88.2
COC1CCN(Cc2ccc3c(NNC(=O)c4cnccn4)nc4cc(F)ccc4n23)C1 (configuration not stated),-19.4*
CC(=O)c1nnn(C(C)(C)C(N)=O)c1C,100.3
COc1cc2nc(SCC(=O)NNC(=S)NC(=O)c3ccccc3)n(-c3ccc(Cl)cc3)c(=O)c2cc1OC,96.4
Nc1ccccc1C(=O)Nc1ccccc1,104.7
S=C1NC(c2ccccc2)=CC(c2ccc3c(c2)OCO3)N1 (configuration not stated),99.6
O=[N+]([O-])c1cc(Br)c2c(c1)CCN2,96.7
CC(=O)Nc1c(I)c(C(=O)NC2C(O)OC(CO)C(O)C2O)c(I)c(N(C)C(C)=O)c1I (configuration not stated),113.1
CCOC(=O)C(C)(C)Oc1ccc(Cl)cc1,111.4
CC(=O)CCC=C1CCCCC1,95.5
CN1CCN(c2ccc(NC(=O)c3nc4ccc5[nH]ncc5c4c4c3CCCC4)cc2C(F)(F)F)CC1,28.0
CN(C)c1ccc(/C=N/Nc2nnc3n2N=C(c2ccccc2)CS3)cc1,97.7
COc1ccc(CCN2C(=O)/C(=C/c3csc(C#N)n3)SC2=S)cc1,-23.8*
S=C(Nc1ccccc1)N(/N=C/C=C/c1ccccc1)c1nnc(-c2ccccc2)c(-c2ccccc2)n1,90.2
COc1ccc(-c2nnc(SCC(=O)Nc3ccc(C(=O)/C=C/c4ccccc4)cc3)o2)cc1,95.4

# Next section
SMILES,HL-60(TB)
Cc1ccc(-c2ccc(F)cc2)n1-c1ccc(F)cc1,63.3
CCCOC(=O)c1ccc(OCC)cc1,98.9
NC(=O)[C@H]1[C@@H]2C(=O)N(c3ccccc3)C(=O)[C@@H]2[C@@H]2c3ccccc3C=NN12,110.6
O=C1Nc2ccc(F)cc2C12CC(c1ccc(Br)cc1)=NN2 (configuration not stated),87.5
COc1ccc(-n2nc(C(=O)O)nc2-c2cc(OC)c(OC)c(OC)c2)cc1,100.0
Nc1cc(N2C(=O)c3ccccc3C2=O)ccc1Cl,111.3
O=c1oc2c(cc1-c1ccccc1)c(=O)[nH]c1ccccc12,98.1
CCCCCCCCC/C(=N\NC(=O)c1ccncc1)c1ccc(O)c(O)c1O,0.2*
CCCc1n(Cc2ccc3ccccc3c2)cc[n+]1Cc1ccc2ccccc2c1,-53.1*
CC(=O)OC[C@@]1(C)C2CC[C@]3(C)C(CC=C4C5CC(C)(C)CC[C@]5(C(=O)Nc5cccc(C)c5)CC[C@]43C)[C@@]2(C)C[C@@H](OC(C)=O)[C@@H]1OC(C)=O (some centres not stated),29.4
O=c1ccn(CCCOc2ccccc2Cl)c(=O)[nH]1,107.6
COC(=O)C[C@](O)(CCC(C)C)C(=O)O[C@@H]1C(OC)=C[C@]23CCC(=O)N2CCc2cc4c(cc2[C@H]13)OCO4,102.1
N#CC(c1cccc([N+](=O)[O-])c1)C(CC(=O)c1ccccc1)c1ccccc1 (configuration not stated),84.6
CSc1ncc(Br)c(Sc2nc(N)nc3nc[nH]c23)n1,70.2
O=C(/C=C1\C=CN(CCCCCF)c2ccccc21)n1ccc2ccccc21,128.8
CCCC(O)(c1ccccc1)C(c1ccccc1)C1CCCCN1 (configuration not stated),89.6
CCNC(=S)Cc1ccccc1,104.3
COc1ccc(N)cc1C(=O)Nc1cccc(C2CC(=O)c3c(cc(OC)c(OC)c3OC)O2)c1 (configuration not stated),66.8
C/C(=N\NC(=O)c1ccccc1N)c1ccccc1O,40.8
COC(OC)C1=C(C)OC(N)=C(C#N)C12C(=O)Nc1ccccc12 (configuration not stated),67.6
COc1cc(N)c2ncccc2c1OC,111.7
CCCCCCCCC(=O)N1CCCC1,66.0
Nc1ccc(C(=O)Nc2ccccc2)cc1,101.1
NS(=O)(=O)c1nc(Cl)c2[nH]cnc2n1,86.5
CC(O)c1nc2c(c(=O)n(C)c(=O)n2C)n1C (configuration not stated),100.5
O=C(SC(=O)c1ccccc1)c1ccccc1,116.8
C[C@]12CCC(=O)C=C1C=CC1C2CC[C@@]2(C)C1CC[C@@]21CCC(=O)O1 (some centres not stated),96.7
COc1ccc2c(c1)c(/C=C/C(=O)O)c(Cl)n2Cc1ccc(Cl)cc1,119.8
COC(=O)c1c(I)cccc1[N+](=O)[O-],114.3
